Compound activity deposited in PubChem by several laboratories.
dFosB act – enhances mouse delta FosB homodimer DNA binding; purified delta FosB, TAMRA-CDK5 oligo fluorescence polarization; percent of positive-control signal above neutral wells; P13346; 340,000 compounds, 0.99% hits; AID 493131; activation, % at 25 µM;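 active = mean activation above about 17%, with every replicate also reaching it, limit read from the data, passing the limit was not always enough; inconclusive = only one of the two conditions met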;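 also: fluorescence polarization rise as delta FosB binds a TAMRA Cdk5 AP-1 oligo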
CDK5 p35 inh – inhibitors of human CDK5/p35 kinase; Q00535+Q15078; Recombinant CDK5/p35, ADP-Glo luminescence, 60 min; inhibition, % at 10 µM; 330,000 compounds, 0.01% hits; AID 488839;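 active = highest replicate inhibition of at least 50% and at least 75% of replicates reaching 50%; inconclusive = only one of the two criteria met; inactive = both criteria failed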;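 also: plate controls were DMSO neutral control for no effect and GW8510 at 10 µM for full effect; many of its hits are not listed in these tables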
Target sequence (Q00535 whole entry, looked up): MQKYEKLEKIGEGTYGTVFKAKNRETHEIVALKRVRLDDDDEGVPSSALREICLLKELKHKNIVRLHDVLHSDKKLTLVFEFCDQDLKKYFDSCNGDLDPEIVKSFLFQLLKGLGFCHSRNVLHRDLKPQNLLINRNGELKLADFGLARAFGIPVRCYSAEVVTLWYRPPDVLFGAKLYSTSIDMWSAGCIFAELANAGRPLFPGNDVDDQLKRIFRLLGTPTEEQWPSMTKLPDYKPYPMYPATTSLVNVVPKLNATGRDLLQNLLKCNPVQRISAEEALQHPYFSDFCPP
Target sequence (Q15078 whole entry, looked up): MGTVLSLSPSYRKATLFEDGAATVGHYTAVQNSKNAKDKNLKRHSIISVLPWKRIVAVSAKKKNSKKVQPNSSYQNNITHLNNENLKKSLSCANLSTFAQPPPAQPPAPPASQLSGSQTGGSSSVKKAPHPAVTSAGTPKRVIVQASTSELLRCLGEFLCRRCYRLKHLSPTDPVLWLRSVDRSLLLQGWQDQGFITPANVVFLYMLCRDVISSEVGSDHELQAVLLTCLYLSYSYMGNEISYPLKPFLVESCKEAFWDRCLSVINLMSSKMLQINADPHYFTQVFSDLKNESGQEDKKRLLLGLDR
PvdQ inh – blocks Pseudomonas aeruginosa PvdQ acylase activity; purified PvdQ acylase, fluorescence plate reader; inhibition, % at 10 µM; 340,000 compounds, 0.063% hits; in the data active = inhibition above about 30%, passing the limit was not always enough; inconclusive = no clear call, values can overlap the other calls;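 also: 0% = vehicle neutral wells and 100% = reference inhibitor wells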
MITF act – increases MITF-driven TRPM1 promoter luciferase signal. SK-MEL-5 TRPM1-promoter luciferase, 24 h; % of positive control, neutral wells = 0. activation, % at 12.5 µM. 300,000 compounds, 0.75% hits. AID 588334;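 active = mean activation of at least 80% with every replicate also reaching 80%; inconclusive = mean reaches 80% but some replicate falls short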;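 also: 0% = neutral control wells and 100% = parthenolide positive control wells; values of inactives mirror those of a sister screen read the other way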
RTF Ca sens act – increases calcium sensitivity of human cardiac regulated thin filaments; P19429+P45379; activation, % at 7.2 µM; 340,000 compounds, 0.24% hits; AID 493008; IANBD-labeled TnC RTF fluorescence at EC20 calcium; 0% EC20 calcium, 100% full calcium;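 active = activation above the mean over all tested compounds plus 3 SD, cut at about 30% in these data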;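 also: rise in fluorescence read as greater calcium sensitivity of cardiac thin filaments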
Wnt bcat act – activates Wnt/beta-catenin signaling in a reporter cell assay; AID 743398; activation, % at 9.35 µM; 300,000 compounds, 1.2% hits; activator, plate reader; in the data active = activation above about 30%, passing the limit was not always enough; inconclusive = no clear call, values can overlap the other calls;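 also: 0% = neutral control wells and 100% = positive control wells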
Rtt109 Vps75 – blocks Candida albicans Rtt109/Vps75 acetyltransferase activity; purified Rtt109/Vps75, ThioGlo CoA-SH fluorescence, 4 h; inhibition, % at 34.9 µM; 330,000 compounds, 0.16% hits;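 active = inhibition of at least 50% in every replicate; inconclusive = best replicate reaches 50% inhibition but some replicates fall short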
Target sequence (Q5AAJ8 whole entry, looked up): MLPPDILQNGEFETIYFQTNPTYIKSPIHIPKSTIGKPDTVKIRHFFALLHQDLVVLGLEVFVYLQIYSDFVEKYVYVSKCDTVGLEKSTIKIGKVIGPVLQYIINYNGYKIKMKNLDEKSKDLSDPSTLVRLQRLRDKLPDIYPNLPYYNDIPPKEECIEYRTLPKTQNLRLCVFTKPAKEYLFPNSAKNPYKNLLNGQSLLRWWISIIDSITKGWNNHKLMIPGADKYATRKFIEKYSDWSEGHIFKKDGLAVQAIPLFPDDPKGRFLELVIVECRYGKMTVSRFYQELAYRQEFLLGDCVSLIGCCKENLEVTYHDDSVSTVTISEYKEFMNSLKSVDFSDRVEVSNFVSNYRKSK
SR-BI uptake up – enhances SR-BI lipid uptake from DiI-HDL | AID 504775 | activation, % at 12.5 µM | CHO ldlA[mSR-BI] cells, DiI-HDL uptake fluorescence, 3 h; 100 = double the neutral-control signal | 320,000 compounds, 0.096% hits;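 active = mean replicate activation of at least 60% and every replicate at or above 60%; inconclusive = mean or all-replicate condition met, but not both; inactive = mean below 60% and not all replicates reaching 60%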;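 also: 0% = median plate neutral-control signal and 100% = twice that signal; values of inactives mirror those of a sister screen read the other way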
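Assay system: CHO ldlA[mSR-BI] cells, LDL receptor-null, SR-BI overexpressing; medium: Ham's F12 with 0.5% BSA, HEPES 25 mM, pH 7.4; also added: DiI-HDL 10 µg/mL; timing: 3 h uptake period with compound, 37 °C; signal: DiI fluorescence, bottom read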
SR-BI DiI inh – mouse SR-BI HDL lipid transfer inhibition | Q61009 | ldlA[mSR-BI] CHO cells, DiI-HDL uptake fluorescence, 3 h | inhibition, % at 12.5 µM | 320,000 compounds, 0.96% hits;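 active = mean replicate inhibition of at least 70% and a set share of replicates each scoring 70 or more; inconclusive = meets just one of the two criteria; inactive = fails both criteria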;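 also: 0% = median of neutral control wells and 100% = median of positive control wells; values of inactives mirror those of a sister screen read the other way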
HTR5A ag ctr – counter-screen for OPRM1-OPRD1 agonists: human HTR5A agonism | P47898 | HTR5A agonist assay, luminescence, cell-based | activation, % at 9.3 µM | 340,000 compounds, 0.61% hits | AID 504692; in the data active = activation mostly above about 9.5%, no sharp cut-off; inactive = mostly below about 7.6%;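 also: 0% = cells with vehicle only and 100% = reference agonist; strong numbers were not always called active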
* marks the source's active call; other numbers are inactive results; ? = inconclusive; . = no result given. The order is random, and some 4.4% of all compounds hit somewhere here.

SMILES	dFosB act	CDK5 p35 inh	PvdQ inh	MITF act	RTF Ca sens act	Wnt bcat act	Rtt109 Vps75	SR-BI uptake up	SR-BI DiI inh	HTR5A ag ctr
COc1ccc2[nH]c3c(=S)nc[nH]c3c2c1	-13	-1.9	-14	9	7	-5	-2	6	-6	0
O=C(O)c1cccc2c1C(=O)c1ccc(N3CCCC3)cc1S2(=O)=O	5	0.2	-1	17	36*	9	-4	-22	22	-1
COc1ccccc1/C=C/C(=O)OCCN1C(=O)c2ccccc2C1=O	-2	-0.6	-11	1	-8	1	-14	12	-12	0
Cc1ccc(C(=O)Nc2cc(Cl)ccc2-n2cncn2)o1	-18	0.7	-13	-9	-3	-2	7	-11	11	-2
COc1ccc(-c2cc(C(=O)NCCc3ccccc3)no2)cc1OC	-11	-1.8	-6	7	-1	.	1	-36	36	2
C=CCNc1nc(C(=O)OCC(=O)c2ccc(OC)cc2OC)cs1	-13	0.2	-11	54	-4	5	-4	-35	35	4
Cc1[nH]n(CCC#N)c(=O)c1CC(=O)N1CCN(c2ccccc2)CC1	4	-1.4	-3	-2	2	.	16	18	-18	-1
CCCCN(C)/C=N/c1c(C#N)cnn1-c1ccc(C)cc1	-7	-2.5	-21	.	-2	8	-19	-13	13	-2
CC1CCc2nc3ccc(S(=O)(=O)N4CCC(C(=O)NC5CCCC5)CC4)cc3c(C(=O)O)c2C1 (configuration not stated)	-8	-2.2	-14	-23	1	-5	-3	14	-14	6
CCOC(=O)c1cccc(NC(=O)CCc2nc(-c3ccccc3F)no2)c1	-11	0.8	12	-8	0	2	-5	-3	3	2

Record cards, as listed above. Order of screens: dFosB act	CDK5 p35 inh	PvdQ inh	MITF act	RTF Ca sens act	Wnt bcat act	Rtt109 Vps75	SR-BI uptake up	SR-BI DiI inh	HTR5A ag ctr
`CCCCN(C)/C=N/c1c(C#N)cnn1-c1ccc(C)cc1` is listed as -7	-2.5	-21	.	-2	8	-19	-13	13	-2
`Cc1[nH]n(CCC#N)c(=O)c1CC(=O)N1CCN(c2ccccc2)CC1` is listed as 4	-1.4	-3	-2	2	.	16	18	-18	-1

More compounds:
SMILES	dFosB act	CDK5 p35 inh	PvdQ inh	MITF act	RTF Ca sens act	Wnt bcat act	Rtt109 Vps75	SR-BI uptake up	SR-BI DiI inh	HTR5A ag ctr
CC1CCN(S(=O)(=O)N2CCC(C(=O)NCCN3CCOCC3)CC2)CC1	2	-3.8	-2	9	4	-3	-1	-6	6	3
O=C(NC1CCCCC1)C1CC(=O)N(CCc2ccccc2)C1 (configuration not stated)	-9	-1.6	-7	9	6	0	-2	22	-22	-1
CCN(CC(=O)Nc1ccc(OC)cc1)C(=O)c1ccc(=O)n(Cc2ccccc2)n1	-9	1.0	-8	1	1	-2	5	39	-39	1
COC(=O)c1c(NC(=O)C(C)C)sc2c1C(C(=O)OC)CC2 (configuration not stated)	0	1.8	-16	-4	9	-1	-3	7	-7	-3
Cc1ccccc1N1C(=O)C(Cl)=C(N2CCCCCC2)C1=O	0	-1.5	-13	-3	2	-2	-4	-66	66	3
O=C(Cn1cnc2ccc(Cl)cc2c1=O)NC1CCS(=O)(=O)C1 (configuration not stated)	5	-1.2	7	5	3	2	10	17	-17	2
COc1cccc(CC2(CO)CCCN(Cc3ccccc3-c3ccco3)C2)c1 (configuration not stated)	-6	-0.5	-1	-9	-3	-1	.	16	-16	-1
Cc1ccc(NC(=O)c2cccc(OCc3c(C)noc3C)c2)cc1	-13	-2.2	2	18	-9	-1	14	-44	44	2
O=C1/C(=C/c2ccccc2)CCCc2ccccc21	5	1.1	4	.	-2	29	1	51	-51	-2
CCOC(=O)c1c(C)[nH]c(N=Nc2cc(C(=O)O)cc(C(=O)O)c2)c1C	-1	-2.7	-3	-1	-2	1	24	3	-3	1
CC(C)C[C@H]1CNC(=S)N1CC1CCN(CCCC2CCCC2)CC1	6	0.7	-16	6	-3	-3	-15	20	-20	1
CN1CCN(/N=C/c2ccc(-c3ccccc3)cc2)CC1	2	6.2	7	?	-6	12	-4	-1	1	-9
COC(=O)C(NS(=O)(=O)c1ccccc1Cl)c1ccccc1 (configuration not stated)	-7	-2.9	-12	-6	4	2	-3	1	-1	-3
COc1ccc(CNN2CCCCC2C(=O)Nc2ccc(OC)c(OCC(C)C)c2)cc1OC (configuration not stated)	-11	0.7	-10	5	3	0	1	.	.	1
S=c1[nH]nc(COc2ccccc2)n1Cc1ccccc1	-3	-0.1	-14	5	0	-1	-1	26	-26	-5
Cc1ccc(/C(O)=C2\C(=O)C(=O)N(C)C2c2ccccc2[N+](=O)[O-])cc1 (configuration not stated)	-3	1.2	-14	15	-1	1	3	9	-9	2
CC(C)(C)SCCNC(=O)CN1C(=O)c2ccccc2S1(=O)=O	1	0.0	-14	3	1	-5	5	13	-13	3
Cc1cc(S(=O)(=O)N(Cc2ccccc2Cl)c2ccc3c(c2)CCC3)ccc1-n1cnnn1	-4	-2.0	-13	0	-1	-5	-3	-2	2	-4
Brc1cc(Br)c2ncnc(N3CCCCC3)c2c1	-10	0.6	8	-51	1	.	14	-21	21	2
Cc1nc(SCC(=O)c2ccccc2)n[nH]1	1	2.8	-3	.	0	2	?	35	-35	-1
O=C1c2cccc([N+](=O)[O-])c2C(=O)N1c1c[nH]c(=O)[nH]c1=O	-1	1.1	-25	-20	1	-1	5	4	-4	-2
O=C1c2ccccc2-c2onc3c(N4CCN(CCO)CC4)cc(N4CCN(C(=O)c5ccco5)CC4)c1c23	-1	2.9	1	-23	22	-1	-4	-53	53	-3
CCc1nc(N)c(C#N)c(-c2ccc(O)c(OC)c2)c1C	2	1.0	2	-6	-4	1	11	4	-4	2
O=[N+]([O-])c1ccc(Oc2ccc(S(=O)(=O)N3CCOCC3)cc2)cc1	-1	1.1	-1	-14	-4	-2	0	.	.	1
CCOC(=O)/C=c1/s/c(=C/c2ccc3cc(OC)ccc3c2)c(=O)n1CC(=O)NCc1ccc2c(c1)OCO2	-3	0.8	0	0	7	-3	1	-31	31	1
CCCC(=O)Nc1cc(OC)c(OC)cc1C(=O)O	0	-1.5	-6	-7	9	-4	8	-13	13	4
CCc1cccc(Nc2c3c(nc4ncnn24)CCC3)c1	-4	2.6	-10	-16	-2	0	4	-10	10	8
O=C(C1CCCO1)N1CCN(S(=O)(=O)c2cc(F)ccc2F)CC1 (configuration not stated)	-1	2.3	1	-6	-8	0	-10	18	-18	-2
Cc1[nH]n(-c2ccccc2)c(=S)c1C=Nc1cccc([N+](=O)[O-])c1	-11	2.0	-4	-10	11	9	18	3	-3	-2
COc1ccc(C(=O)NN)cc1	-4	-0.8	-13	-7	5	0	9	15	-15	5
CCc1nc(SCc2ccc(OCC(C)C)cc2)n[nH]1	-11	-1.5	-8	35	10	28	0	1	-1	-4
CCNC(=O)CN(c1ccc(C)cc1)S(=O)(=O)c1ccccc1	0	0.3	5	.	5	-7	4	10	-10	0
COc1ccc(CCNC(=O)C2CCN(c3ccc(N4CCOCC4)nn3)CC2)c(OC)c1	-1	-1.3	-9	.	-4	-1	13	-59	60	1
CCOc1cc2[nH]c(=S)n(CC3CCCO3)c(=O)c2cc1OCC (configuration not stated)	-2	-0.5	-5	.	1	-7	.	-26	26	-5
COc1ccccc1CNC(=O)CCC(=O)Nc1nnc(C(C)C)s1	0	-0.5	-9	.	2	4	14	9	-9	3
Cc1cc(=O)oc2cc(NC(=O)C3CC(=O)N(Cc4ccccc4)C3)ccc12 (configuration not stated)	-22	0.3	-11	6	4	-4	-3	-2	2	1
CCOC(=O)N/N=C\c1ccc(-c2cc(Cl)ccc2Cl)o1	-7	-2.6	-10	5	6	-3	2	-5	5	-3
OC(COc1ccc2c(c1)OCO2)CN1CCN(c2ccccc2)CC1 (configuration not stated)	-9	-1.8	-7	-1	-3	-3	-4	23	-23	6
CCN=c1scc(-c2cccs2)n1/N=C/c1cc(OC)ccc1O	-10	0.3	-2	32	7	.	10	-67	67	-5
Cc1ccc(Cl)cc1NS(=O)(=O)Cc1ccccc1	2	-10	-23	.	-1	5	-4	-1	1	-2
O=C(O)c1ccc(Cn2nnc3sc4c(c3c2=O)CCCC4)cc1	0	-1.2	3	29	.	4	15	-1	1	.
CCOC(=O)c1ccc(N2C(=O)Cc3ccccc3C2=O)cc1	3	-1.5	-5	0	-4	1	-12	-3	3	-1
Cc1ccc(C)c(-c2[nH]ncc2CN2CCCC(CO)(Cc3ccccc3C)C2)c1 (configuration not stated)	-2	-0.9	-6	-4	2	-1	-11	0	0	1
CC(=O)N1CCc2cc(NC(=O)c3ccc(C)cc3)ccc21	-10	0.3	-8	25	-2	.	-6	-47	47	5
Cc1nn(C)c(C)c1NC(=O)COc1ccc(F)cc1Br	-4	2.7	-11	2	-2	-1	-5	-1	1	0
O=C1Nc2ccc(S(=O)(=O)N3CCOCC3)c3cccc1c23	-1	-4.2	-11	-4	1	.	-31	-2	2	-2
COc1cc(C2C3=C(CC(C)(C)CC3=O)N(C)C(=O)N2C)cc(OC)c1OC (configuration not stated)	-6	-2.3	-15	-9	-3	.	-29	24	-24	-2
O=C(CS(=O)(=O)c1ccccc1)Nc1nc2ccccc2s1	0	-4.6	-7	4	3	11	-13	3	-3	0
Cc1ccc(N(C)S(=O)(=O)c2cccc(C(=O)Nc3nc4ccccc4[nH]3)c2)cc1	15	.	-7	-5	-1	.	6	-57	57	4
O=C(Nc1cccnc1)c1ccc(Cl)c(S(=O)(=O)N2CCc3ccccc32)c1	-2	0.6	-3	19	5	1	1	-6	6	-4
Remaining list, next part.
SMILES	dFosB act	CDK5 p35 inh	PvdQ inh	MITF act	RTF Ca sens act	Wnt bcat act	Rtt109 Vps75	SR-BI uptake up	SR-BI DiI inh	HTR5A ag ctr
Cc1ccccc1NC(=O)COC(=O)/C=C/c1cn(-c2ccccc2)nc1-c1cccnc1	-11	0.8	5	-5	0	-7	0	4	-4	7
Cc1nc(C(F)(F)F)ccc1C(=O)Nc1ccc(C(F)(F)F)cn1	-4	-1.1	-8	23	0	2	1	2	-2	-1
Cc1cc(C)cc(NC(=O)N2CCCC2C(=O)Nc2ccc(-n3cnnn3)cc2)c1 (configuration not stated)	1	-0.5	-8	7	-1	.	4	-8	8	1
COc1ccc(N2CCN(C(CNC(=O)C(=O)NCCCn3ccnc3)c3ccco3)CC2)cc1 (configuration not stated)	-2	0.0	-16	-2	-6	-2	-4	.	.	6
O=C(C1=C[C@H](c2ccc(C(F)(F)F)cc2)C[C@H](OCCCCO)O1)N1CCN(Cc2ccc3c(c2)OCO3)CC1	4	0.1	20	8	2	-5	13	0	0	5
CCOC(=O)c1c(P(=O)(N2CCOCC2)N2CCOCC2)noc1N	-2	0.1	-10	3	-2	.	-4	-1	1	0
CCOc1ccc(N2CC(C(=O)NCc3ccc(C)n3C)CC2=O)cc1 (configuration not stated)	-3	0.3	-6	3	1	-2	1	-31	31	3
